# From PubChem BioAssay
# Tcruzi prolif – T. cruzi intracellular proliferation inhibitors, primary screen, cell-based, beta-gal Tulahuen parasites, NIH3T3 host, luminescence; T. cruzi beta-gal in NIH3T3, GalScreen luminescence, 90 h; inhibition, % at 8.34 µM; hit rate 5.9% among 77,000; AID 624255, 2012;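 active = mean inhibition above about 93%, with at least 55% of replicates each passing it, limit read from the data, passing the limit was not always enough; inconclusive = only one of those two conditions holds; inactive = neither condition holds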
# KDM4C inh – inhibitors of GASC-1 (KDM4C) histone demethylase, primary screen, biochemical, single concentration HTS | Lysine-specific demethylase 4C (Homo sapiens), Q9H3R0 | GST-KDM4C 2-372, H3K9me3 peptide, LANCE TR-FRET | inhibition, % at 12.5 µM | hit rate 0.15% among 96,000 | AID 720574, 2013;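 active = mean replicate inhibition above about 25%, with at least 55% of replicates also reaching it, limit read from the data, passing the limit was not always enough; inconclusive = only one of those two conditions met; inactive = neither condition met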
# Target sequence (Q9H3R0 2-372 limits assumed): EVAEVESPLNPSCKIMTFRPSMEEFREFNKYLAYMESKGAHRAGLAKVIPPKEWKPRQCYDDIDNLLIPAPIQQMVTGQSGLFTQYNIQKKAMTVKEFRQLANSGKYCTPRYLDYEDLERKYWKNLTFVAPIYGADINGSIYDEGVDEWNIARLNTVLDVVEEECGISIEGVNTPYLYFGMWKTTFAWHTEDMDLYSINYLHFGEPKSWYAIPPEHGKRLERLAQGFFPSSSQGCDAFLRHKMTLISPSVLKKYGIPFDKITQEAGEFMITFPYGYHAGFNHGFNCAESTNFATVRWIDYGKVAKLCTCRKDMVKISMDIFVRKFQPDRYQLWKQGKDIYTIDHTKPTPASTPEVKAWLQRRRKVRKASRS
#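 Material: GST-tagged GASC-1 (JMJD2C) catalytic fragment, aa 2-372. Input: enzyme final amount 10 nM. Medium: HEPES buffer, pH 7.5, plus ascorbate. Reagent: H3K9me3 peptide substrate, Fe(II), 2-oxoglutarate. Doses: single dose. Times: reaction 30 min RT, detection step 1 h RT. Measured by: LANCE TR-FRET. Evaluation: Fall in 671/618 emission ratio as inhibition.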
# C diff growth – C. difficile growth inhibitors, primary screen, HTS. Clostridium difficile clinical isolate growth, OD600, 24 h; stronger effect = lower value. growth activity, negative = inhibition, % at 16 µg/mL (by protocol). hit rate 0.25% among 86,000;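 active = mean growth activity at or below -80% and every replicate also at or below -80%; inconclusive = mean at or below -80% but some replicate above -80%; inactive = mean growth activity above -80%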;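 also: 0% = DMSO wells and -100% = levofloxacin 16 µg/mL wells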
# Pf Dd2 growth – P. falciparum Dd2 growth inhibitors, primary screen, SYBR Green fluorescence, single dose replicates | 72 h; stronger effect = lower value | activity change, % at 10 µM | hit rate 2.3% among 94,000; in the data active = activity change below about -80%; inconclusive = no clear call, values can overlap the other calls
# The depositor's hits bear a star; ? = inconclusive; · = not tested or not shown; & = joins results of further samples.
SMILES,Tcruzi prolif,KDM4C inh,C diff growth,Pf Dd2 growth
CNC[C@@H]1OCCCC[C@H](C)Oc2ccc(NC(=O)NC3CCCCC3)cc2C(=O)N([C@@H](C)CO)C[C@H]1C,20,0.9,-6,31
CC(C)C(=O)Nc1ccc2c(c1)C(=O)N(C)[C@@H]1CC[C@H](CC(=O)N[C@H](C)c3ccccc3)O[C@H]1CO2,-31,0.4,-8,10
CC(C)NC(=O)N(C)C[C@H]1Oc2ccc(NC(=O)CCC(F)(F)F)cc2CC(=O)N([C@@H](C)CO)C[C@@H]1C,·,-1.4,-2&-7,2
CO[C@@H]1CC[C@@H]2CCN(C)C(=O)[C@@H](C)CN(C)C(=O)c3cccc(C#N)c3OC[C@@H]1O2,24,1.6,-8,·
C[C@@H]1CCCCO[C@@H](CN(C)S(=O)(=O)c2ccc(F)cc2)[C@H](C)CN([C@@H](C)CO)C(=O)c2cc(NC(=O)C3CCCCC3)ccc2O1,68,2.0,5,-52
C[C@@H]1CN([C@H](C)CO)C(=O)c2cccc(NC(=O)c3ccncc3)c2O[C@@H]1CN(C)C,5,0.8,2,11
COCC#Cc1ccc(CC[C@H]2O[C@H]3CC[C@H](CO)O[C@H]3C[C@H]2NC(=O)Nc2c(C)noc2C)cc1,·,·,3,-72
CCCC(=O)Nc1ccc2c(c1)OC[C@@H](C)N(C)C[C@@H](C)[C@H](OC)CN(C)C2=O,·,1.8,-3,0
Cc1ccc(S(=O)(=O)Nc2cccc3c2O[C@@H](CN(C)CC2CCCCC2)[C@H](C)CN([C@@H](C)CO)C3=O)cc1,6,-1.1,6,20
COc1ccc(S(=O)(=O)Nc2ccc3c(c2)C(=O)N([C@H](C)CO)C[C@@H](C)[C@@H](CN(C)C(=O)Nc2cccc4ccccc24)O3)cc1,-147,-1.6,-10,-18
C[C@H](CO)N1C[C@H](C)[C@H](CN(C)C(=O)Nc2ccc(F)cc2)Oc2ncc(-c3cccc(F)c3)cc2C1=O,-15,0.1,-6,-11
CN(C)C(=O)c1ccc(-c2ccc([C@@H]3[C@@H](C#N)N(C(=O)Nc4ccccc4F)[C@H]3CO)cc2)cc1,63,-3.1,2,-18
COc1ccc2c3c(n(C)c2c1)[C@H](CO)N(C(=O)CN(C)C)CC31CN(C(=O)NC(C)C)C1,·,0.4,-1,-1
COc1cccc(CN2CCC3(CC2)CN(S(C)(=O)=O)[C@H](CO)c2[nH]c4cc(OC)ccc4c23)c1,·,-0.9,-2,-71
O=C(C[C@@H]1C=C[C@H](NC(=O)Nc2ccc(C(F)(F)F)cc2)[C@H](CO)O1)NCc1cccc(F)c1,-18,2.7,·,-10
O=C(C[C@@H]1C=C[C@H](NC(=O)Nc2ccc(C(F)(F)F)cc2)[C@@H](CO)O1)NCc1cc(F)cc(F)c1,-3,1.8,6,-8
COc1ccc(NC(=O)Nc2ccc3c(c2)C(=O)N([C@@H](C)CO)C[C@@H](C)[C@H](CN(C)S(=O)(=O)c2cn(C)cn2)OCCCC[C@H](C)O3)cc1,-25,0.6,-3,17
C[C@H]1CN([C@@H](C)CO)C(=O)Cc2cc(NC(=O)CCC(F)(F)F)ccc2O[C@@H]1CN(C)CC1CC1,-10,1.4,-3,13
CCCNC(=O)Nc1ccc2c(c1)C(=O)N(C)[C@@H]1CC[C@H](CC(=O)NC)O[C@H]1CO2,-19,-1.3,-2,-11
COc1ccccc1C#Cc1ccc2c(c1)O[C@@H](CN(C)Cc1ccncc1)[C@H](C)CN([C@@H](C)CO)S2(=O)=O,121*,-2.2,3,?
C[C@@H]1CN([C@@H](C)CO)C(=O)c2cc(C#CC(C)(C)O)cnc2O[C@@H]1CN(C)C(=O)CN(C)C,10,1.1,-4,51
Cc1cc(C(=O)Nc2ccc3c(c2)C(=O)N(C)[C@@H]2CC[C@H](CC(=O)NCc4ccc(-c5ccccc5)cc4)O[C@@H]2CO3)no1,103*,-2.9,-10,·
Cc1ccc(S(=O)(=O)N(C)C[C@H]2OCCCC[C@H](C)Oc3ccc(NS(=O)(=O)c4ccc(F)cc4)cc3C(=O)N([C@@H](C)CO)C[C@@H]2C)cc1,115*,-1.4,1,-71
C[C@@H]1CN([C@@H](C)CO)S(=O)(=O)c2ccc(C#CC3CC3)cc2O[C@@H]1CN(C)Cc1ccc(F)cc1,·,?,25,0
O=C(Nc1ccc(F)cc1)N1CCCCN2[C@H](CO)[C@H](c3ccc(-c4ccccc4F)cc3)[C@H]2C1,54,·,33,-17

# As entered above.
# Entry for O=C(C[C@@H]1C=C[C@H](NC(=O)Nc2ccc(C(F)(F)F)cc2)[C@H](CO)O1)NCc1cccc(F)c1 under Pf Dd2 growth: -10
# Entry for O=C(Nc1ccc(F)cc1)N1CCCCN2[C@H](CO)[C@H](c3ccc(-c4ccccc4F)cc3)[C@H]2C1 under Pf Dd2 growth: -17

# (further entries)
SMILES,Tcruzi prolif,KDM4C inh,C diff growth,Pf Dd2 growth
C[C@@H]1CCCCO[C@@H](CN(C)C(=O)Nc2ccccc2)[C@@H](C)CN([C@@H](C)CO)C(=O)c2cc(NC(=O)CCC(F)(F)F)ccc2O1,·,0.5,44,-79
COc1cccc(NC(=O)N(C)C[C@H]2Oc3cc(C#Cc4ccc(F)cc4)ccc3S(=O)(=O)N([C@H](C)CO)C[C@H]2C)c1,81,-2.9,6,-71
COc1ccc2c3c(n(C)c2c1)[C@@H](CO)N(C(=O)Nc1ccccc1F)CC31CN(C(C)=O)C1,·,-0.6,-2,30
C[C@H](CO)N1C[C@H](C)[C@H](CN(C)C(=O)C2CC2)Oc2cc(-c3cccc(F)c3)ccc2S1(=O)=O,·,15,0,5
CS(=O)(=O)Nc1ccc2c(c1)[C@@H]1C[C@@H](CC(=O)NCC3CC3)O[C@@H](CO)[C@@H]1O2,-9,0.9,·,14
C[C@@H]1CN([C@H](C)CO)C(=O)c2cc(N(C)C)ccc2O[C@@H]1CN(C)C(=O)NC1CCCCC1,-24,12,-1,11
COc1cccc(-c2ccc3n(c2=O)C[C@H]2[C@H](CO)[C@@H](C(=O)N4CCCCC4)N[C@@H]32)c1,4,-0.3,2,·
C[C@H]1CN([C@@H](C)CO)C(=O)c2cc(NC(=O)CCC(F)(F)F)ccc2O[C@@H]1CN(C)C(=O)Nc1cccc2ccccc12,28,0.5,-1,-31
O=C(C1CC1)N1CC(=O)N2[C@@H](CO)[C@@H](c3ccc(Br)cc3)[C@@H]2C1,·,-0.5,-4,40
C[C@@H]1CCCCO[C@H](CN(C)S(C)(=O)=O)[C@@H](C)CN([C@H](C)CO)C(=O)c2cc(NC(=O)CCC(F)(F)F)ccc2O1,62,0.9,0,-16
CCCC#Cc1cnc2c(c1)C(=O)N([C@@H](C)CO)C[C@H](C)[C@H](CN(C)C(=O)c1cccnc1)O2,2,-1.6,1,7
CO[C@H]1CN(C)C(=O)c2ccc(NC(=O)c3ccno3)cc2OC[C@H](C)N(S(C)(=O)=O)C[C@H]1C,-16,1.1,·,25
C[C@@H](NC(=O)C[C@H]1CC[C@@H](NC(=O)C2CC2)[C@@H](CO)O1)c1ccccc1,·,-1.0,0,2
CN1C(=O)c2cc(NC(=O)C3CCOCC3)ccc2OC[C@@H]2O[C@@H](CC(=O)NC3CCCC3)CC[C@@H]21,-6,0.4,-4,5
CCN1[C@H](C(=O)N(C)C)[C@@H](CO)[C@@H]2Cn3c(ccc(-c4ccccc4OC)c3=O)[C@@H]21,69,1.9,0,5
CCCN(C)C[C@H]1Oc2cc(C#CC3CCCC3)ccc2S(=O)(=O)N([C@H](C)CO)C[C@@H]1C,99*,0.0,13,-62
CN1CCN(C(=O)C[C@@H]2C[C@H]3c4cc(NC(=O)CC5CC5)ccc4O[C@H]3[C@H](CO)O2)CC1,18,-1.5,0,-1
C[C@@H]1CN([C@H](C)CO)C(=O)c2cccc(NC(=O)C3CCCCC3)c2O[C@H]1CN(C)Cc1ccc(-c2ccccc2)cc1,-102,1.1,-2,21
COc1ccc(S(=O)(=O)Nc2cccc3c2O[C@@H](CN(C)Cc2ccncc2)[C@@H](C)CN([C@@H](C)CO)C3=O)cc1,·,-1.5,3&1,-6
CC(C)NC(=O)N(C)C[C@H]1Oc2ccc(NS(=O)(=O)c3cn(C)cn3)cc2CC(=O)N([C@@H](C)CO)C[C@@H]1C,6,0.0,-6,24
CCC(=O)N(C)C[C@H]1Oc2cc(C#CCC3CCCC3)ccc2S(=O)(=O)N([C@@H](C)CO)C[C@H]1C,119*,-0.7,6,-46
COc1cccc(NC(=O)N2CC(=O)N3[C@H](C2)[C@@H](c2ccc(Br)cc2)[C@@H]3CO)c1,·,-0.9,5,-23
O=C(Nc1ccccc1F)N1CC(=O)N2[C@H](CO)[C@@H](c3ccc(-c4ccccc4)cc3)[C@@H]2C1,·,1.0,-3,-14
COCc1cn(CC[C@@H]2CC[C@@H](NC(=O)Nc3ccc(OC)cc3)[C@@H](CO)O2)nn1,54,0.3,-2,0
COC(=O)C[C@H]1CC[C@H]2[C@H](COc3ccc(NS(C)(=O)=O)cc3C(=O)N2C)O1,24,-1.7,-1,7
SMILES,Tcruzi prolif,KDM4C inh,C diff growth,Pf Dd2 growth
C[C@H]1CN([C@@H](C)CO)C(=O)c2cc(NC(=O)CCC(F)(F)F)ccc2O[C@@H]1CN(C)S(=O)(=O)c1ccc(F)cc1,-1,-0.4,-14,-10
C[C@H](CO)N1C[C@H](C)[C@@H](CN(C)C(=O)C2CC2)Oc2ncc(C#Cc3ccccc3)cc2C1=O,26,1.4,-9,-32
CNC[C@H]1Oc2c(NC(=O)C3CCCCC3)cccc2C(=O)N([C@H](C)CO)C[C@@H]1C,-15,1.4,4,5
CO[C@@H]1CN(C)C(=O)c2ccc(NC(=O)c3ccccc3F)cc2OC[C@H](C)N(C(C)=O)C[C@@H]1C,54,1.3,·,-19
CC(=O)N1[C@H](CO)[C@H](c2ccccc2)[C@@H]1CN(C)S(=O)(=O)c1ccccc1,17,0.5,-5,-11
O=S(=O)(c1cccc(F)c1)N1CC[C@@H]2[C@@H](CO)Nc3ccc(Br)cc3[C@@H]21,57,-2.0,5,26
COc1ccc2c3c([nH]c2c1)[C@@H](CO)N(C(=O)C1CCCC1)CC31CCN(Cc2nccs2)CC1,·,-0.9,-3,-59
C[C@@H]1CN([C@@H](C)CO)C(=O)c2cc(NC(=O)Cc3cn(C)c4ccccc34)ccc2O[C@@H]1CN(C)Cc1ccc(Cl)c(Cl)c1,84,-1.3,·,-20
COc1ccc(C#Cc2ccc([C@@H]3[C@H]4CN(Cc5ccccc5F)CCCCN4[C@H]3CO)cc2)cc1,54,-1.7,-94*,-51
O=C(C[C@H]1C[C@H]2c3cc(NC(=O)Cc4ccncc4)ccc3O[C@H]2[C@H](CO)O1)NCc1ccc(-c2ccccc2)cc1,·,1.0,-8,-22
COc1ccccc1CNC(=O)C[C@@H]1CC[C@@H]2[C@H](COC[C@@H](O)CN2Cc2ccccc2)O1,·,-0.8,1&1,-16
C[C@@H]1CN([C@@H](C)CO)C(=O)c2cc(N(C)C)ccc2O[C@H]1CN(C)Cc1ccccc1,25,7.5,-7,15
O=C(O)C[C@@H]1C[C@H]2c3cc(NC(=O)Cc4ccncc4)ccc3O[C@H]2[C@@H](CO)O1,·,5.5,4,4
C[C@@H]1CCCCO[C@H](CN(C)Cc2ccccc2)[C@@H](C)CN([C@@H](C)CO)C(=O)c2cc(NC(=O)Nc3cccc4ccccc34)ccc2O1,·,-1.8,44,-78
C[C@@H]1CN([C@@H](C)CO)S(=O)(=O)c2ccc(C#CCN(C)C)cc2O[C@H]1CN(C)Cc1ccc(F)cc1,113*,2.0,6,-77
C[C@H]1CN([C@@H](C)CO)C(=O)c2cc(NC(=O)Nc3ccc(C(F)(F)F)cc3)ccc2O[C@H]1CN(C)Cc1ccncc1,·,·,7,7
CC(C)NC(=O)N(C)C[C@H]1Oc2c(NC(=O)CCCCCC(=O)Nc3ccccc3N)cccc2C(=O)N([C@H](C)CO)C[C@H]1C,·,0.5,-7,-33

# Full records as entered above. Order of values: Tcruzi prolif	KDM4C inh	C diff growth	Pf Dd2 growth
# `C[C@@H]1CN([C@@H](C)CO)C(=O)c2cc(N(C)C)ccc2O[C@H]1CN(C)Cc1ccccc1` across the screens: 25	7.5	-7	15
# `CC(C)NC(=O)N(C)C[C@H]1Oc2c(NC(=O)CCCCCC(=O)Nc3ccccc3N)cccc2C(=O)N([C@H](C)CO)C[C@H]1C` across the screens: ·	0.5	-7	-33
